NS5 inhibitors: flavivirus cap methylation enzyme inhibition – biochemical, confirmation dose response, primary screen (AID 588689); Dengue-2 NS5 methyltransferase capping enzyme assay, biochemical; higher % means a stronger effect; inhibition, % at 25 µM; hits with a dose series show IC50 in µM; actives 0.3% (n = 340,000); in the data active means a potency from the dose series; inconclusive means inhibition above about 29% without an active follow-up result
GPR35 antagonists: inhibition of zaprinast-stimulated GPR35 beta-arrestin translocation – imaging, U2OS, beta-arrestin-GFP, zaprinast agonist, primary screen (AID 2058); inhibition, % at 10 µM, or IC50 in µM where a hit was titrated; U2OS GPR35 beta-arrestin-GFP translocation imaging, zaprinast antagonism; higher % means a stronger effect; actives 0.052% (n = 290,000);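 active means inhibition of at least 50% with at least 30 cells and total cytoplasm GFP at most 10,000,000; inconclusive means under 30 cells or total GFP of 10,000,000 plus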
Large T inhibition: SV40 large T antigen inhibitors, biochemical (AID 1903); one-dose inhibition, % at 20 µM; IC50 in µM for titrated hits; SV40 large T antigen ATPase/helicase inhibition assay; higher % means a stronger effect; actives 0.39% (n = 310,000); in the data active means a potency from the dose series; inconclusive means inhibition mostly from about 32% at the one dose, without a potency; inactive means the rest, 99 in 100 with inhibition below about 32%; further: strong numbers were not always called active
West Nile virus CPE: inhibition of WNV-induced cytopathic effect – cell-based, CPE readout (AID 1621); West Nile virus-infected cells, CPE inhibition; higher % means a stronger effect; one-dose CPE inhibition, % at 10 µM; IC50 in µM for titrated hits; actives 0.02% (n = 290,000); in the data active means a potency from the dose series; inconclusive means CPE inhibition mostly from about 3.7% at the one dose, without a potency; inactive means the rest, 99 in 100 with CPE inhibition below about 2.2%; further: strong numbers were not always called active
ER stress rescue: protection against thapsigargin-triggered cell killing – 384-well, CSM14.1, ATP luminescence, primary screen (AID 1222); 190,000 tested, under 10 active; CSM14.1 thapsigargin-induced death rescue, ATP luminescence; higher % means a stronger effect; cellular ATP content (survival), % at 20 µM, or EC50 in µM where a hit was titrated;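 active means EC50 below 50 µM in the dose-response confirmation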;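 further: death triggered by thapsigargin at about 15 µM added after 2 h compound pretreatment; cell ATP read after overnight thapsigargin exposure of roughly 18 to 22 hours; normalized against plate controls of thapsigargin alone and 5% DMSO vehicle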
RSV antiviral HEp-2: inhibition of RSV-induced cytopathic effect – HEp-2 cells, primary 10 µM value included (AID 2391). HEp-2 cells, RSV-induced CPE inhibition; higher % means a stronger effect. one-dose CPE inhibition, % at 10 µM; IC50 in µM for titrated hits. actives 0.13% (n = 310,000); in the data active means a potency from the dose series; inconclusive means CPE inhibition mostly from about 23% at the one dose, without a potency; inactive means the rest, 99 in 100 with CPE inhibition below about 21%; further: strong numbers were not always called active
Salmonella PhoP GFP: PhoP-dependent GFP reporter repression – Salmonella Typhimurium, primary screen (AID 1863); inhibition, % at 50 µM, or IC50 in µM where a hit was titrated; S. Typhimurium PhoP-regulated promoter GFP reporter, 4 h; higher % means a stronger effect; actives 0.16% (n = 300,000);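 active means inhibition over 29.93%, a cutoff 3 SD above the screen mean, later confirmed by dose response; inconclusive means inhibition over 29.93% but no dose response follow-up; inactive means inhibition at most 29.93% or unconfirmed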;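 further: 0% = low Mg2+ inducing control and 100% = high Mg2+ repressing control; strong numbers were not always called active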
Rac1 GTP hydrolysis: MgcRacGAP GTPase-activating activity inhibitors, confirmation, biochemical, ADP Hunter fluorescence. MgcRacGAP-stimulated Rac1 GTP hydrolysis, ADP Hunter fluorescence; higher % means a stronger effect; GST-tagged Rac1 F28L mutant substrate. inhibition, % at 30 µM; hits with a dose series show IC50 in µM. actives 0.6% (n = 340,000). AID 624330;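 active means first-screen hits whose inhibition reached a set limit at any dose in the follow-up dose series; inconclusive means inhibition above the set first-screen limit but never retested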;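 further: fluorescence reports GDP produced by GAP-driven GTP hydrolysis; strong numbers were not always called active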
LYP phosphatase: inhibitors of LYP phosphatase, biochemical, fluorescence intensity, uHTS (AID 1779); inhibition, % at 11.5 µM, or IC50 in µM where a hit was titrated; actives 0.054% (n = 290,000); recombinant LYP phosphatase, fluorescence intensity; higher % means a stronger effect; in the data active means inhibition above about 50%;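 further: plate controls were vehicle with enzyme for no effect and no enzyme for full effect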
Numbers without * were called inactive; ? = inconclusive; · = not tested or not shown. Outcome played no part in choosing rows; any-hit rate near 1.5%.

SMILES	NS5 inhibitors	GPR35 antagonists	Large T inhibition	West Nile virus CPE	ER stress rescue	RSV antiviral HEp-2	Salmonella PhoP GFP	Rac1 GTP hydrolysis	LYP phosphatase
CCOC(=O)c1c(C)n(C)c2cc([N+](=O)[O-])c(O)c([N+](=O)[O-])c12	8%	1%	-6%	0.0%	·	1.9%	-1%	15%	-6%
CC(C)Oc1ccc(C2CC(=O)N(c3cccc(C(=O)O)c3)C2=O)cc1 (centres undefined)	6%	16%	-1%	0.5%	-0.2%	1.9%	7%	5%	-2%
O=C1NC(=O)/C(=C\c2cn(CC(=O)N3CCOCC3)c3ccccc23)S1	-6%	-2%	0%	-0.8%	·	5.1%	8%	0%	-4%
Cc1ccc(CCCOC(=O)C[N+]2(C)CCCC2)cc1	-1%	13%	18%	0.1%	-1.4%	2.4%	6%	-5%	-2%
O=C(NNC(=O)c1ccc(O)cc1O)c1ccc(-c2ccccc2)cc1	22%	6%	3%	-0.6%	·	2.7%	2%	-6%	-13%
CCN(CC)S(=O)(=O)c1ccc(C(C)NC(=O)Cc2c[nH]c3ccccc23)cc1 (centres undefined)	-6%	-8%	4%	-1.1%	·	15%	0%	5%	-2%
CCN(CC)CCN1C(=O)C(O)=C(C(=O)c2cccs2)C1c1ccccn1 (centres undefined)	5%	21%	4%	0.1%	-0.8%	0.1%	-11%	6%	-7%
CCN1C(=O)[C@@H]2[C@@H](c3ccc(-c4ccccc4)cc3)N3CCCC[C@@]3(C(=O)OC)[C@@H]2C1=O	-11%	·	22%	·	·	5.0%	·	10%	·
CC1CC(C)(C)NC(=S)N1CCC(=O)NCCc1ccc(Cl)cc1 (centres undefined)	-3%	2%	10%	-0.4%	-0.1%	7.4%	-2%	7%	-2%
O=S1(=O)OCCC(c2ccccc2)N1Cc1ccccc1 (centres undefined)	-11%	6%	-3%	-0.3%	·	0.9%	-2%	10%	-8%
O=C(CSc1ccc2nnc(-c3ccccn3)n2n1)Nc1nccs1	0%	-19%	27%	0.3%	-0.9%	1.3%	3%	8%	-4%
O=C(NCCCNC1CCCCC1)c1ccc(/C=N/O)nc1	-4%	-7%	2%	-0.1%	·	3.7%	-1%	-5%	-4%
Cc1cc(C)cc(NC(=O)CCC(=O)Nc2nnc(C(C)C)s2)c1	6%	5%	0%	0.0%	·	0.9%	-7%	6%	-12%
COc1ccc(CC(=O)NNC(=O)c2ccc(NC(C)=O)cc2)cc1	-7%	2%	8%	0.3%	0.3%	1.3%	-5%	-9%	-3%
CN1CCN(C(=O)c2cc3c(n(-c4ccccc4)c2=O)CC(C)(C)CC3=O)CC1	-2%	-1%	0%	0.7%	-1.4%	0.4%	6%	6%	-10%
CCOc1ccc(-c2n[nH]c(C(=O)NN)c2C)cc1	1%	14%	12%	-0.5%	2.8%	3.2%	25%	2%	-1%
Cc1n[nH]c(=S)n1/N=C/c1c(O)ccc2ccccc12	6%	0%	-1%	-0.3%	·	0.5%	-4%	7%	-5%
CC(C)CC(=O)C1CCCN(C(=O)c2ccc3oc(Cc4ccccc4)nc3c2)C1 (centres undefined)	-8%	16%	5%	-1.1%	·	4.3%	6%	5%	-5%
CNc1ncnc(Sc2ccc(Cl)cc2)c1[N+](=O)[O-]	·	-4%	5%	-0.9%	·	2.7%	-4%	·	-4%
Cc1ccccc1-c1nc(-c2cccnc2)no1	0%	-6%	6%	0.5%	-0.6%	21%	20%	7%	-5%
C#CCNc1nc(C)nc2c1nnn2Cc1ccccc1F	-4%	-3%	11%	-0.6%	1.2%	0.5%	-4%	4%	-6%
COCCCNC(=O)c1cccn2c(=O)c3cc4ccccc4cc3nc12	9%	22%	16%	?	-2.6%	1.1%	17%	8%	0%
Cn1c(SCC(=O)Nc2ccc(N3CCOCC3)cc2)nnc1-c1ccco1	-7%	-2%	17%	-0.2%	·	-0.5%	5%	5%	-7%
C=CC1=C2C=C(C3CC3)N(CCCN(CC)CC)C=C2C(=O)C(C)(OC(=O)c2ccco2)C1=O (centres undefined)	20%	·	9%	0.3%	·	-0.3%	8%	9%	·
O=C(CNC(=O)OCc1ccccc1)NC1CCCCCC1	4%	-9%	-4%	0.3%	-0.6%	1.8%	10%	2%	-7%
COc1ccc(NC(=O)CCS(=O)(=O)c2ccc3c(c2)oc(=O)n3C)cc1OC	2%	17%	12%	-0.4%	·	1.8%	-8%	9%	-5%
Cc1cc(C)cc(NC(=O)C2(c3ccccc3)CC2(Cl)Cl)c1 (centres undefined)	-1%	21%	1%	-1.1%	2.2%	?	-12%	8%	2%
O=C(Nc1ccccc1-c1ccccc1)C(c1ccccc1)c1ccccc1	-4%	3%	10%	0.4%	-0.6%	4.1%	10%	7%	6%
COc1cccc(NC(=O)N2CCCC(C(=O)NCc3ccc(F)cc3)C2)c1 (centres undefined)	-11%	-12%	22%	0.1%	-1.1%	1.6%	2%	8%	-11%
CCCCn1c(SCC(=O)N2CCCC2)nc2c1c(=O)n(C)c(=O)n2C	-11%	-4%	11%	-0.8%	-1.2%	-0.6%	-9%	5%	-3%
CC1(NC(=O)N2CCOCC2)CCS(=O)(=O)C1 (centres undefined)	0%	-5%	-2%	0.2%	16%	-0.3%	-5%	1%	-6%
O=C(O)c1ccc(Cl)c(NCc2cccnc2)c1	-11%	6%	7%	0.5%	·	3.0%	-10%	1%	2%
Cc1cccc(NC(=S)N2CCC(O)CC2)c1C	-4%	-4%	-7%	0.2%	-1.1%	1.5%	2%	8%	-4%
COC(=O)c1cc(-c2cccs2)[nH]n1	3%	-12%	11%	0.6%	-1.6%	0.5%	5%	9%	-5%
Cc1noc(C)c1COc1ccccc1C(=O)N(C)CC(=O)Nc1ccc(F)cc1	1%	·	1%	·	·	-0.4%	0%	4%	·
O=C(CN1CCN(CC(=O)Nc2ccc(-c3ccccc3)cc2)CC1)Nc1ccc(F)cc1	-10%	24%	-2%	-1.7%	·	0.7%	7%	2%	-9%
COc1ccc(CNC(=O)CN2C(=O)c3ccc([N+](=O)[O-])cc3C2=O)cc1	0%	3%	6%	1.1%	·	0.9%	0%	5%	-6%
CCOC(=O)c1nnn(-c2nonc2-n2cccc2)c1CN1CCC(C)CC1	-5%	10%	-2%	?	-0.6%	4.5%	0%	1%	-3%
O=C(Cn1c(=O)oc2ccccc21)Nc1nnc(N2CCCCCC2)s1	-5%	-9%	-2%	0.0%	-0.5%	1.1%	4%	10%	-10%
COc1ccc2c(c1)OC13CCCCC1C2C(C(=O)c1ccccc1)C(=O)N3 (centres undefined)	-2%	9%	-2%	0.8%	-0.9%	0.1%	14%	-2%	-8%

In another format: entries from further up
Every second line gives: NS5 inhibitors | GPR35 antagonists | Large T inhibition | West Nile virus CPE | ER stress rescue | RSV antiviral HEp-2 | Salmonella PhoP GFP | Rac1 GTP hydrolysis | LYP phosphatase
O=C(O)c1ccc(Cl)c(NCc2cccnc2)c1
  -11% | 6% | 7% | 0.5% | · | 3.0% | -10% | 1% | 2%
COCCCNC(=O)c1cccn2c(=O)c3cc4ccccc4cc3nc12
  9% | 22% | 16% | ? | -2.6% | 1.1% | 17% | 8% | 0%

Next part
SMILES	NS5 inhibitors	GPR35 antagonists	Large T inhibition	West Nile virus CPE	ER stress rescue	RSV antiviral HEp-2	Salmonella PhoP GFP	Rac1 GTP hydrolysis	LYP phosphatase
CCN(CC)CCCNC(=O)c1cc2c(=O)n(C)c3ccccc3c2n1C	7%	6%	5%	0.5%	-2.4%	-1.5%	10%	3%	-9%
N#CC(C#SN)=C1CCCCC1	-2%	11%	-6%	1.7%	1.8%	0.6%	2%	12%	-8%
CCc1ccc(NC(=O)NNC(=O)c2cc3ccccc3cc2O)cc1	-2%	-1%	6%	-0.3%	·	3.5%	-3%	8%	-10%
Cc1cccc(C)c1NC(=O)C(c1ccccc1)N1CC(=O)Nc2ccccc21 (centres undefined)	-2%	29%	1%	·	1.4%	0.1%	13%	2%	1%
CCCCc1nc2cc(C(=O)N3CCCCC3COC)ccc2o1 (centres undefined)	-6%	4%	12%	0.3%	·	3.8%	1%	5%	0%
Cc1ccc(S(=O)(=O)N2CCC(=O)N(C(COCc3cccc(C(F)(F)F)c3)Cc3ccccc3)CC2)cc1 (centres undefined)	-2%	-5%	2%	-0.8%	11%	9.1%	3%	3%	5%
COc1ccc(Cc2nc3ccc(C(=O)NCC4COCCO4)cc3o2)cc1OC (centres undefined)	5%	12%	3%	0.0%	·	0.7%	-6%	8%	-10%
COC(=O)C1N[C@@H]([C@@H](NC(=O)COc2ccccc2)C(=O)Nc2ccc(OC)cc2)SC1(C)C (some centres undefined)	-5%	·	10%	-0.2%	·	0.2%	-3%	10%	·
NC(=O)NCc1ccccc1	-2%	9%	2%	-0.3%	1.7%	1.2%	-6%	5%	-2%
Cn1c(-c2ccccc2)c(C(=O)CCl)c2ccccc21	-10%	-9%	25%	-0.7%	-1.8%	·	-3%	-6%	3%
CC(=O)Nc1ccc(-c2nc3ccccc3c(=O)o2)cc1	-1%	-11%	-5%	0.1%	·	0.2%	9%	6%	-4%
COCCNC(=O)c1snc2ccc(Cl)cc12	-1%	-18%	1%	1.1%	·	4.0%	7%	9%	-6%
Cc1ccc(C(=O)NCCCNC(=O)c2ccc(C)nc2)cc1	-15%	12%	2%	0.1%	·	0.1%	6%	4%	-6%
CCc1nnc2n1N=C(c1ccc(Cl)cc1Cl)CS2	-7%	6%	8%	-0.7%	·	4.3%	4%	7%	-8%
CC(C)=CCN1CCN(C/C(Cl)=C/c2ccccc2)CC1CCO (centres undefined)	-10%	3%	12%	-1.1%	·	1.8%	-8%	0%	-9%
CCc1ccc(C(=O)COC(=O)C(Cc2ccccc2)NC(=O)c2ccc(Cl)cc2)cc1 (centres undefined)	0%	0%	0%	0.7%	-1.0%	1.7%	4%	5%	-2%
CCOCC(=O)Nc1cc(-c2cn3cccnc3n2)ccc1C	-5%	10%	0%	1.1%	1.3%	1.0%	8%	0%	-30%
Cc1cc(-c2ccc(Cl)s2)n[nH]1	3%	2%	25%	·	-0.8%	3.4%	21%	9%	-8%
CCOC(=O)C1(Cc2ccccc2)CCCN(Cc2ccccn2)C1 (centres undefined)	-5%	14%	·	-0.8%	1.0%	1.8%	·	8%	-5%
COc1ccc2nc(SCC(=O)Nc3ccc(S(=O)(=O)Nc4nccc(C)n4)cc3)[nH]c2c1	-11%	9%	4%	0.1%	2.3%	1.1%	-11%	-2%	-5%
CC(NS(=O)(=O)c1ccc2c(c1)CC(C)N2C(=O)C1CC1)c1ccccc1 (centres undefined)	-6%	16%	6%	-0.7%	·	1.4%	-2%	8%	-9%

Screening data deposited in PubChem by several laboratories.
